# PPARg SRC3 recr = PPARgamma agonists recruiting SRC-3 coactivator, primary screen, biochemical. Peroxisome proliferator-activated receptor gamma (Homo sapiens), P37231. activation, % at 8 µM. biochemical PPARgamma/SRC-3 coactivator recruitment assay. AID 731, 2007. 0.26% of 200,000 active; in the data active means activation above about 23%;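 further: 0% = DMSO and 100% = reference agonist; some compounds past the cut are filed as inactive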
# Target sequence (P37231 whole entry, looked up): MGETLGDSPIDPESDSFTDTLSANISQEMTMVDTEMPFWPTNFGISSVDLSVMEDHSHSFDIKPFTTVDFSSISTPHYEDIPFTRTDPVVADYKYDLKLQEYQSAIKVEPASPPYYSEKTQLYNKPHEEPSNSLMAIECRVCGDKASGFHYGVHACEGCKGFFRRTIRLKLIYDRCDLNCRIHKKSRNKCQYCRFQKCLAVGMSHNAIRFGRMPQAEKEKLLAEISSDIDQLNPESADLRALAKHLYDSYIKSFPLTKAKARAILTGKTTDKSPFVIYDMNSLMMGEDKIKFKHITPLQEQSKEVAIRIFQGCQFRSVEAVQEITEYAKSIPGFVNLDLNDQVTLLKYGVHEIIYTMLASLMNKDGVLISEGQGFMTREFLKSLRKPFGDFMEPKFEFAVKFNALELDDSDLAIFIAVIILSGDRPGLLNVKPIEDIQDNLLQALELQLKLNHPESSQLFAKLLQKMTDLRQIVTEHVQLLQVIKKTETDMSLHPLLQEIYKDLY
# Diaphorase inh = diaphorase inhibitors and chemical oxidizers, primary screen, counter-screen for diaphorase-coupled primary assays, biochemical, uHTS, resorufin fluorescence; diaphorase resazurin-to-resorufin fluorescence, NADH, 16 min; bacterial (C. kluyveri) enzyme, not human; inhibition, % at 20 µM; 0.69% of 190,000 active;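 active means primary screen inhibition at 20 µM above a set limit, cut at about 50% in these data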;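 further: plate controls were DMSO with full reaction for no effect and wells lacking NADH for full effect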
#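 Test system: bacterial diaphorase enzyme (C. kluyveri); Quantity: 0.14 U/mL diaphorase, enzyme working solution; Times: reaction incubation of 16 min at room temperature; Measured by: fluorescence of resorufin formed from resazurin, Ex 544/Em 590 nm; Benchmarks: positive control minus NADH, DMSO neutral control.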
# ROMK mod = ROMK potassium channel modulators, primary screen, cell-based, thallium flux, MLSMR library; Tet-inducible ROMK, thallium flux fluorescence; actives lie on both sides; B-score at 10 µM; 2% of 130,000 active; AID 1918, 2009;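 active means signal ratio slope over the read window, or its plate-corrected B-score, at least 3 SD from the plate mean, either direction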;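 further: B-score of the F/F0 ratio slope over 7 to 12 s after thallium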
# Diaph act CS = compounds boosting diaphorase resazurin reduction – biochemical, uHTS, resorufin fluorescence, counter-screen for diaphorase-coupled primary assays, primary screen; Diaphorase/resazurin coupled assay, 16 min; active compounds read high; 1 = vehicle wells, 0 = NADH-free wells; activation factor at 20 µM; 0.005% of 190,000 active; AID 1229, 2008;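 active means diaphorase activity raised at least twofold by the compound at 20 µM; inactive means activation factor below 2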
#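 Assay system: bacterial diaphorase enzyme (C. kluyveri) / Input: enzyme 0.07 U/mL final / Medium: 50 mM HEPES pH 7.4 with 4.542 mM MgCl2, 0.005% Tween 20 / Doses: single compound dose of 20 µM, 1% DMSO final / Incubation: 16 min enzyme reaction, ambient temperature / Signal: fluorescence, excitation 544 nm and emission 590 nm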
# S1P3 antag = S1P3 receptor antagonists, primary screen, cell-based | inhibition, % at 4.98 µM | Sphingosine 1-phosphate receptor 3 (Homo sapiens), Q99500 | CHO S1P3 NFAT-BLA reporter, FRET fluorescence, antagonist mode | AID 485, 2006 | 0.27% of 170,000 active;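 active means inhibition above the plate cutoff, the mean inhibition of test wells on that plate plus 3 SD, cut at about 28% in these data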;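 further: cells challenged with S1P at its EC80 of 0.8 µM; blue over green emission ratio from cleaved BLA substrate after 4 h stimulation; 0% = S1P-stimulated wells and 100% = unstimulated DMSO-only wells; some compounds past the cut are filed as inactive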
# Target sequence (Q99500 whole entry, looked up): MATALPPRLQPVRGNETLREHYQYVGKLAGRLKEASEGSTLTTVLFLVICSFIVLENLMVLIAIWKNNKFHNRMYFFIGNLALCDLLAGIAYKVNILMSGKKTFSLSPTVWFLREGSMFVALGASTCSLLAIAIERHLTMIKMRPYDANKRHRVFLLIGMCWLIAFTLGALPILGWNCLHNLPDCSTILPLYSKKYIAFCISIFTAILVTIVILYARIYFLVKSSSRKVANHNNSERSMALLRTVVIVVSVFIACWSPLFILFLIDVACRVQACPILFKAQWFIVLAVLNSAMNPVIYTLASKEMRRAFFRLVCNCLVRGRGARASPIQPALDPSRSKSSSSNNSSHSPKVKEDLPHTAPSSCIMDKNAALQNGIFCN
# PPARg SRC1 recr = PPARgamma agonists recruiting SRC-1 coactivator, primary screen, biochemical | PPARgamma-SRC-1 coactivator recruitment biochemical assay | activation, % at 8 µM | 0.41% of 200,000 active; in the data active means activation above about 19%;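 further: 0% = DMSO and 100% = reference agonist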
# PPARg SRC2 recr = agonists of PPARg-SRC-2 recruitment, primary screen, biochemical, HTS; AID 1032, 2008; 0.34% of 200,000 active; PPARgamma LBD-SRC-2 recruitment; activation, % at 8 µM; Peroxisome proliferator-activated receptor gamma (Homo sapiens), P37231; in the data active means activation above about 22%;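 further: 0% = vehicle and 100% = reference agonist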
# G6PDH CS = L. mesenteroides G6PDH inhibitors, counter-screen for G6PDH-coupled screening assays, biochemical, Leuconostoc mesenteroides enzyme | glucose-6-phosphate dehydrogenase [Leuconostoc mesenteroides] | AID 1020, 2008 | Purified L. mesenteroides G6PDH, diaphorase/resazurin coupled fluorescence, 45 min | inhibition, % at 5 µM | 0.12% of 200,000 active; in the data active means inhibition above about 50%
# PMI act = activators of human PMI, primary screen, biochemical, fluorescence intensity, near-Km mannose 6-phosphate | 0.005% of 190,000 active | Mannose-6-phosphate isomerase (Homo sapiens), P34949 | activation factor at 20 µM | purified human PMI, coupled resazurin fluorescence, 20 min; active compounds read high; 1 = vehicle control, 0 substrate-free wells;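 active means activation factor of 2 or more at 20 µM, relative to plate controls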
# SRC2 TRFRET art = TR-FRET signal artefacts, primary screen, artefact control for PPARgamma SRC-2 agonist project, biochemical; TR-FRET artefact counter-screen; active compounds read high; TR-FRET ratio at 8 µM; 0.4% of 200,000 active; AID 1049, 2008; in the data active means TR-FRET ratio above about 2000; further: inactives centre near 1500
# PMI act hi M6P = human PMI activators, high substrate, primary screen, biochemical, fluorescence intensity, near-saturating mannose 6-phosphate | activation factor at 20 µM | coupled PMI enzyme assay, resazurin fluorescence, 20 min; active compounds read high; 1 = untreated enzyme, 0 = substrate-free blank | Mannose-6-phosphate isomerase (Homo sapiens), P34949 | 0.34% of 190,000 active;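 active means activation factor of 2 or more at 20 µM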
#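 Technique: Diaphorase-driven resazurin-to-resorufin fluorescence, excitation 544, emission 590 nm | Assay system: Human PMI in coupled enzyme assay | Times: Enzyme reaction with compound 20 min at room temperature | Medium: HEPES-buffered pH 7.4 with magnesium and detergent | Reagent: Mannose-6-phosphate 1.0 mM (near-saturating) plus 0.22 mM NADP+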
# An asterisk follows results filed as active; x = no result given.
SMILES,PPARg SRC3 recr,Diaphorase inh,ROMK mod,Diaph act CS,S1P3 antag,PPARg SRC1 recr,PPARg SRC2 recr,G6PDH CS,PMI act,SRC2 TRFRET art,PMI act hi M6P
COC(=O)c1ccc(CSc2ccc3nnc(-c4ccc(F)cc4)n3n2)o1,1,30,-0.48,0.7,-9,8,3,-4,1.1,1571,1.1
C/C(=N\NC(=O)c1ccccc1O)c1ccc(Br)s1,1,4,0.0079,1,0,-3,2,12,1,1486,0.9
CCc1cccc(CC)c1NC(=O)COC(=O)c1ccc(F)c(S(=O)(=O)N(CC)CC)c1,0,6,x,0.9,-5,4,6,-10,0.9,1624,1.1
Cc1ccc(NC(=O)C(NC2CCCc3ccccc32)c2ccccc2)c([N+](=O)[O-])c1 (stereo not given),5,34,-0.066,0.7,6,15,5,8,0.8,1572,0.6
O=c1[nH]c2cc3c(cc2cc1CN(Cc1nnnn1CC1CCCO1)C1CCCC1)OCO3 (stereo not given),8,13,x,0.9,-32,7,7,14,1,1616,1.1
Cc1cc(N/C=C\c2nnnn2-c2ccccc2)no1,4,6,0.35,0.9,2,0,0,-6,1.1,1460,1.1
CCCC(=O)C1=C(O)C(C(=O)OC)C(C)(C)CC1=N (stereo not given),6,11,0.12,0.9,-14,0,4,4,1,1821,1
O=S(=O)(c1ccc2nc(-c3ccco3)c(-c3ccco3)nc2c1)N1CCOCC1,11,67*,-0.34,0.3,-13,1,2,38,1.2,1601,0.9
COc1ccc(C(=O)NC(=S)NCCO)cc1Br,-6,3,0.82,1,x,-3,0,6,1,1457,1
C=CCOC(=O)CCC(=O)Nc1cc(OC)nc(OC)n1,0,-3,-0.11,1,-25,0,0,-6,1,1628,1
Cc1cc(NC2CCCCC2)n2c(n1)nc1ccccc12,5,43,-0.64,0.6,-12,5,17,-3,1,1714,1
Cc1cc(C)nc(SCc2ccc3nonc3c2)n1,4,-5,x,1.1,1,-4,6,15,0.9,1660,1
N#Cc1c(N)n(CCCN2CCOCC2)c2nc3ccccc3nc12,2,14,x,0.9,-61,5,-5,7,0.9,1523,0.6
Cc1ccc(NC(=O)CCC(=O)NNC(=O)COc2ccccc2)cc1C,0,-1,1.1,1,3,8,12,0,1.1,1717,1.1
Cc1ccc(C)c(N2CCN(C(=O)c3ccc4nc(-c5ccco5)c(-c5ccco5)nc4c3)CC2)c1,-4,24,x,0.8,x,1,-3,11,0.9,1362,0.6
O=[N+]([O-])c1cccc(/C=C/C=N/Nc2nc(N3CCCCC3)nc(N3CCCCC3)n2)c1,-1,4,x,1,-15,-6,-1,2,1,1523,1
COc1nc(OC)nc(N2CCCCCC2)n1,3,-2,-0.14,1,x,-5,9,0,1,1564,1
O=C(NC1CCCCC1)NC1(C(=O)NCCCN2CCOCC2)CCCCC1,-3,-8,0.44,1.1,-27,-2,1,1,1,1610,1.1
CN1C(=O)C(CC(=O)Nc2ccc(F)cc2)N(CCCc2ccccc2)C1=S (stereo not given),4,15,x,0.9,x,2,10,11,1.1,1527,1.1
COc1cc2oc(=O)c(Br)c(C)c2c(OC)c1OC,62*,23,0.38,0.8,6,41*,46*,2,0.9,2553*,0.9
COc1ccccc1N1CC(O)=C(c2nc3ccccc3s2)C1=N,3,12,-0.67,0.9,20,0,7,15,0.9,1570,0.9
COc1ccc(C(=O)N[C@H](C(=O)NCc2ccco2)C(C)C)cc1,-3,4,0.31,1,10,2,2,2,1,1726,1
CC(C)C(NS(=O)(=O)c1cccs1)C(=O)NCc1ccccc1Cl (stereo not given),2,9,-0.22,0.9,-10,9,10,9,0.9,1637,1
C=CCc1cccc2cc(C(=O)NC3=C(C#N)CCC3)c(=O)oc12,-1,7,x,0.9,x,-8,-5,-57,1,1375,1
CCCCNC(=O)c1cccnc1SCC(=O)Nc1ccccc1OC,-4,4,x,1,0,-2,5,-9,1,1671,1
N#C/C(=C\c1cccc(OC(=O)c2cccs2)c1)C(N)=O,4,17,-0.98,0.8,-10,2,-1,10,1,1422,1
Cc1ccc(C2C(C#N)C(C#N)N3CCCN23)cc1 (stereo not given),2,8,x,0.9,x,0,-7,1,0.9,1427,1
O=c1c2ccccc2c(C=NCCCN2CCOCC2)c(O)n1Cc1ccccc1,2,3,x,1,-5,0,0,6,1,1453,0.9
O=C(CCN1C(=O)C2CCCCC2C1=O)Nc1ccc(F)c(F)c1F (stereo not given),2,1,-0.35,1,-20,2,15,18,1,1690,0.9
O=C(CN1CC[n+]2c(-c3cccs3)csc21)c1ccc(-c2ccccc2)cc1,3,-55,-5.6*,1.5,-12,-2,-6,-1,1.1,1552,1.1

# Single records, from the list above:
# Cc1ccc(C2C(C#N)C(C#N)N3CCCN23)cc1 (stereo not given) is listed with PPARg SRC3 recr: 2; Diaphorase inh: 8; ROMK mod: x; Diaph act CS: 0.9; S1P3 antag: x; PPARg SRC1 recr: 0; PPARg SRC2 recr: -7; G6PDH CS: 1; PMI act: 0.9; SRC2 TRFRET art: 1427; PMI act hi M6P: 1
# CN1C(=O)C(CC(=O)Nc2ccc(F)cc2)N(CCCc2ccccc2)C1=S (stereo not given) is listed with PPARg SRC3 recr: 4; Diaphorase inh: 15; ROMK mod: x; Diaph act CS: 0.9; S1P3 antag: x; PPARg SRC1 recr: 2; PPARg SRC2 recr: 10; G6PDH CS: 11; PMI act: 1.1; SRC2 TRFRET art: 1527; PMI act hi M6P: 1.1
# O=[N+]([O-])c1cccc(/C=C/C=N/Nc2nc(N3CCCCC3)nc(N3CCCCC3)n2)c1 is listed with PPARg SRC3 recr: -1; Diaphorase inh: 4; ROMK mod: x; Diaph act CS: 1; S1P3 antag: -15; PPARg SRC1 recr: -6; PPARg SRC2 recr: -1; G6PDH CS: 2; PMI act: 1; SRC2 TRFRET art: 1523; PMI act hi M6P: 1

# The list goes on:
SMILES,PPARg SRC3 recr,Diaphorase inh,ROMK mod,Diaph act CS,S1P3 antag,PPARg SRC1 recr,PPARg SRC2 recr,G6PDH CS,PMI act,SRC2 TRFRET art,PMI act hi M6P
O=C(N=Nc1c(O)[nH]c2ccccc12)c1cc(-c2ccc(F)cc2)n[nH]1,0,19,-0.26,0.8,-18,3,-2,1,1,1597,1.1
COc1ccc(C)cc1NC(=O)Nc1ccc(Br)cn1,-5,10,x,0.9,x,2,-1,3,0.9,1497,0.9
N#Cc1nc(COc2ccccc2)oc1N1CCCCC1,6,14,x,0.9,0,12,1,7,0.9,1422,1
Cc1ccc(S(=O)(=O)c2ccc(Oc3ccccc3)cc2)cc1,0,19,x,0.8,x,-6,5,-2,0.9,1674,0.9
CCn1c(CNC(=O)c2ccco2)nnc1SCC(=O)c1ccc(OC)cc1,5,19,0.66,0.8,-9,2,2,16,0.9,1682,0.9
CCN(CC)CCNC(=O)c1cn(C)c2ccc(S(=O)(=O)N(C)C3CCCCC3)cc2c1=O,-11,12,x,0.9,-16,0,3,-3,1.1,1477,0.9
CC(C)c1csc(CN2CCC(N3CCC(C(=O)N4CCOCC4)CC3)CC2)n1,-5,7,1.2,0.9,-14,-2,-9,12,0.9,1614,0.9
COc1ccc(CN(C(=O)Cn2nnc3ccccc32)C(C(=O)NC(C)(C)C)c2ccco2)cc1 (stereo not given),15,11,0.39,0.9,6,17,12,8,1.1,1698,1
O=[N+]([O-])c1cc(S(=O)(=O)Nc2ccccc2)ccc1N1CCN(c2ccccc2)CC1,-5,19,x,0.8,5,0,5,-22,0.8,1490,0.8
O=C(O)c1ccccc1Nc1ccccc1C(=O)O,7,12,x,0.9,x,11,9,6,1,1795,1
OCCNc1nc(NCCC2=CCCCC2)nc(N2CCOCC2)n1,-6,16,x,0.8,x,1,11,0,0.9,1630,1
CC1=C(C(=O)OCC2CCCO2)C(c2ccncc2)C2=C(CC(C)(C)CC2=O)N1 (stereo not given),7,11,x,0.9,-12,1,2,7,0.9,1614,0.8
CC(NC(=O)C(NC(=O)C(Cc1c[nH]c2ccccc12)NC(=O)OC(C)(C)C)C(C)C)C(N)=O (stereo not given),-1,12,x,0.9,-25,6,-2,8,1.1,1377,1
COc1cccc(/C(O)=C/c2nc3ccc(C(=O)NCCc4ccc(Cl)cc4)cc3[nH]c2=O)c1,2,6,x,0.9,8,5,-1,-17,0.9,1510,1
COc1cccc(CNC(=O)c2cccc(Br)c2)c1,-1,8,-0.043,0.9,-6,0,0,14,1.1,1743,1.1
O=C(Nc1nccs1)c1ccc(S(=O)(=O)N2CCOCC2)cc1,3,-13,0.42,1.1,8,2,-10,10,1,1639,1.1
O=C(CN1C(=O)CC(c2ccccc2)S(=O)(=O)c2ccccc21)N1CCCCC1 (stereo not given),-2,16,0.54,0.8,5,-10,-5,1,1.1,1437,1.1
CCOC(=O)Nc1ccc(C(N)=O)cc1,2,-6,x,1.1,-17,5,7,10,1.1,1682,1.1
O=C(COC(=O)c1cccc([N+](=O)[O-])c1)c1ccc(OCc2ccccc2)cc1,-4,24,x,0.8,-16,-7,-7,-17,0.9,1530,1
COCCSc1ccccc1C(=O)Nc1cc([N+](=O)[O-])ccc1OC,1,6,-0.5,0.9,3,7,7,10,1,1805,1
COc1cccc(NC(=O)CCN2C(=O)c3ccc([N+](=O)[O-])cc3C2=O)c1,0,13,-0.68,0.9,-13,-4,1,10,1.2,1657,1.1
O=C(Nc1ccc(S(=O)(=O)NCC2CCCO2)cc1)c1cnccn1 (stereo not given),1,x,-0.38,x,-18,20,-2,7,x,1526,x
Cc1ccc(Oc2ccc(/C=N/O)cn2)cc1,1,-8,x,1.1,x,2,1,-4,1,1499,1
Cn1c(=O)n(CCOc2ccc(Cl)cc2Cl)c2ccccc21,-1,18,-0.0093,0.8,x,1,-4,0,0.9,1520,0.9
COc1ccc(N2C(=O)C3CCCN3C2c2cc(OC)c(OC)c(OC)c2)cc1 (stereo not given),1,21,x,0.8,-17,10,-6,8,0.9,1652,0.7

# Screens from PubChem BioAssay.
